# Screening results (PubChem)
# BLM inh: qHTS Assay for Inhibitors of Bloom's syndrome helicase (BLM); RecQ-like DNA helicase BLM (Homo sapiens), P54132; recombinant BLM DNA unwinding, fluorescence dequenching; Potency, µM (doses to about 56.1 µM), for inactives: at the highest dose activity change, negative = inhibition, usual class: inhibitors; 0.2% of 350,000 active; AID 2528, 2010;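 note: potency is the fitted concentration of half-maximal effect; plate controls were vehicle for no effect and no enzyme for full effect; nearly all actives have a fitted effect of over 35% in size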
# Target sequence (P54132 whole entry, looked up): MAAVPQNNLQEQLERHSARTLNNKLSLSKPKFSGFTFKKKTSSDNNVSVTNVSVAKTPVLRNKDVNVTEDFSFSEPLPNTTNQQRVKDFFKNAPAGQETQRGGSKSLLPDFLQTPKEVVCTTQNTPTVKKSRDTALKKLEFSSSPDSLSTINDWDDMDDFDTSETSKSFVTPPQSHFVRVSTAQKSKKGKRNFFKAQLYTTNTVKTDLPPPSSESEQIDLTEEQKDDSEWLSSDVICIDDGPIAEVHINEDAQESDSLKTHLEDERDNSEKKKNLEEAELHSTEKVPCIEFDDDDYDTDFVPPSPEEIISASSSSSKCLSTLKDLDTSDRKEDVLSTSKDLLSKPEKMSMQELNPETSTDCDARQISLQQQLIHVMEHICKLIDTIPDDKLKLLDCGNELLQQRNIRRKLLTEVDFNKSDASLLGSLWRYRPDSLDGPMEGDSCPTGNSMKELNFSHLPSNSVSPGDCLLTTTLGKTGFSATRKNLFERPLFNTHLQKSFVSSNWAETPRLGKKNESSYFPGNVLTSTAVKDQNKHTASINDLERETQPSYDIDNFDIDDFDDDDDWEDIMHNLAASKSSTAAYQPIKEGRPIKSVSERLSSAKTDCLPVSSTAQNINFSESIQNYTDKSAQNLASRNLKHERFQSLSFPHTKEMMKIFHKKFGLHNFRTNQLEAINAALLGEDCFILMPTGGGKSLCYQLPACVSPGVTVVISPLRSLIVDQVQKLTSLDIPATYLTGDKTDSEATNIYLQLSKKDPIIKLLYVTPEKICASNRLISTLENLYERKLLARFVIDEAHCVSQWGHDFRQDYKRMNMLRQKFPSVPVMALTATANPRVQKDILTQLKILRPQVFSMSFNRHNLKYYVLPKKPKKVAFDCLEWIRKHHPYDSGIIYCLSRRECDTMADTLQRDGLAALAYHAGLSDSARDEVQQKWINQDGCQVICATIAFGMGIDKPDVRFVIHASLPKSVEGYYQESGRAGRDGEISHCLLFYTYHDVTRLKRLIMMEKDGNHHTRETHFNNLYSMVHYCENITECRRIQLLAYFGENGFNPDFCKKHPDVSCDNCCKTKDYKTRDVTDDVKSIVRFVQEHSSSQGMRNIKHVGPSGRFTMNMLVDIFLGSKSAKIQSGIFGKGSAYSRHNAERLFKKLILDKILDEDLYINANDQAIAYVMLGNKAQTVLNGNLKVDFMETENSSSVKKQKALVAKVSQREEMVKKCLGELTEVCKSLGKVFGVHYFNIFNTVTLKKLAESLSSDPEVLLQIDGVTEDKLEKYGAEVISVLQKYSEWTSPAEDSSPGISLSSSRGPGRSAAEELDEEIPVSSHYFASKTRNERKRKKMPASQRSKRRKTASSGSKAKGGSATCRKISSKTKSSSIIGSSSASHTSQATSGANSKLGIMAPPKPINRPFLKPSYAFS
# ALOX12 inh: Primary qHTS assay for inhibitors of human arachidonate 12S-lipoxygenase (ALOX12): Round 2 | purified 12hLO, xylenol orange hydroperoxide absorbance | Potency, µM (doses to about 108 µM), for inactives: at the top dose activity change, negative = inhibition, hits mostly inhibitors | 1.1% of 580,000 active | AID 1671190, 2021; note: potency is the fitted concentration of half-maximal effect; % is set by controls: 0 for no effect and ±100 for the full control effect
#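 Hydroperoxide product was detected by ferrous iron/xylenol orange as the 573 to 405 nm absorbance ratio. Arachidonic acid at 40 uM (final) was turned over for 30 min at room temperature by 150 nM human 12hLO, pH 7.0 Hepes buffer, after 15 min compound preincubation.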
# POLI inh: qHTS for Inhibitors of Polymerase Iota; DNA polymerase iota (Homo sapiens), Q9UNA4; Pol iota fluorescent replication assay, 10 min; Potency, µM (doses to about 115 µM), for inactives: at the highest dose activity, negative = inhibition, most hits filed as inhibitors; 1% of 390,000 active; note: potency is the fitted concentration of half-maximal effect
#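 Pol iota at 10 nM preincubated 15 min with compounds at room temperature; reaction started with fluorescent substrate, 50 nM final. Fluorescence read kinetically at 0 and 10 min; buffer-only wells as negative control.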
# ERG-DNA inh: qHTS for Small Molecule Inhibitors of the ERG Ets/DNA interaction; Potency, µM (doses to about 76.9 µM), for inactives: top-dose FP activity, negative = inhibition, hits mostly inhibitors; AID 624246, 2012; fluorescence polarization, His-ERG Ets domain / labelled DNA; 0.028% of 370,000 active; active = well fitted inhibition curve with a large enough effect in the polarisation, with a control signal flat; inconclusive = small, poorly fitted or top-dose-only effect, or effect the other way, or a change in a side signal; inactive = no such curve, though single readings can be large or run the other way; the % refers to the polarisation;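 note: polarization taken with two DNA probes labelled with fluorescein and Texas red; potency is the fitted concentration of half-maximal effect; % of control where 0% means no effect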
#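 His-tagged ERG Ets domain (1 uM in the protein solution; 300mM KCl, 50mM Tris-HCl, 1mM EDTA, 1mM DTT, pH 7.5) received compound, then a probe mix of 5 nM fluorescein-DNA and 100nM Texas-615-DNA. Fluorescence polarization was read for both dyes.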
# APEX1 inh: qHTS Assay for Inhibitors of the Human Apurinic/apyrimidinic Endonuclease 1 (APE1) | DNA repair nuclease/redox regulator APEX1 (Homo sapiens), P27695 | recombinant APE1, TAMRA/BHQ-2 abasic DNA cleavage fluorescence | Potency, µM (top dose mostly 65.8 µM), for inactives: at the top dose activity change, negative = inhibition, usual class: inhibitors | 0.35% of 350,000 active;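 note: potency is the fitted concentration of half-maximal effect; plate controls were vehicle for no effect and reference inhibitor for full effect; nearly all actives have a fitted effect of over 55% in size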
#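 Enzyme (0.75 nM final) and test compound are incubated 15 min at room temperature before adding 50 nM quenched THF abasic-site duplex. Cleavage dequenches TAMRA, followed at 525/598 nm over three reads one minute apart.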
# TRHR ag: qHTS for Small Molecule Agonists and Allosteric Enhancers of Human TRH Receptor: Primary Screen for Agonists | activation, % at 2 µM | 0.18% of 360,000 active | TRHR cells, calcium flux fluo-8, FDSS agonist mode | Thyrotropin-releasing hormone receptor (Homo sapiens), P34981; in the data active = activation above about 30%; note: 0% is about no effect
#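 Fluo-8-loaded TRHR cells; 10 s baseline, compound added, kinetic Ca2+ fluorescence read 1/s, agonist mode.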
# Anesthetic bind: qHTS Assay for Identification of Novel General Anesthetics | apoferritin/1-aminoanthracene competitive binding, fluorescence | Potency, µM (titrated, usually from 77.5 µM), for inactives: top-dose activity change, negative = displacement, most hits filed as inhibitors | 0.074% of 350,000 active | AID 485281, 2010; note: potency is the fitted concentration of half-maximal effect; % is set by controls: 0 for no effect and ±100 for the full control effect; nearly all actives have a fitted effect of over 20% in size
#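 Probe: 1-aminoanthracene (50% saturated, PBS). Protein: horse-spleen apoferritin, 10 uM. Incubation: 10 min, room temperature. Detection: 380 nm excitation, 535 nm emission. Analysis: normalized response, four-parameter Hill.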
# Pol kappa inh: qHTS for Inhibitors of Polymerase Kappa | DNA polymerase kappa (Homo sapiens), Q9UBT6 | Potency, µM (highest dose often 107 µM), for the others: at the top dose activity, negative = inhibition, hits mostly inhibitors | 0.53% of 400,000 active | purified Pol kappa, fluorescent DNA synthesis assay, 10 min | AID 588579, 2011; note: potency is the fitted concentration of half-maximal effect; % is set by controls: 0 for no effect and ±100 for the full control effect
#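 First, compounds were pin-transferred onto 10 nM Pol kappa. After 15 min at room temperature, substrate was added to 50 nM final. Fluorescence was then measured kinetically at 0 and 10 min.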
# Pol beta inh: qHTS Assay for Inhibitors of DNA Polymerase Beta; P06746; Pol beta primer extension/strand displacement, fluorescence kinetic; Potency, µM (titrated, usually from 114 µM), for inactives: top-dose activity change, negative = inhibition, usual class: inhibitors; 1.3% of 340,000 active; AID 485314, 2010; note: potency is the fitted concentration of half-maximal effect; % is set by controls: 0 for no effect and ±100 for the full control effect
#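 Values derive from four-parameter Hill fits of normalized kinetic data: reads at 0 and 10 min following addition of 50 nM substrate to 10 nM Pol beta preincubated 15 min with compound.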
# * marks the source's active call; other numbers are inactive results; ? = inconclusive; . = no result given; [ ] = another dose, or the depositor's remark. Unless noted, calls come from the whole dose curve; as a rule, active = well fitted curve in the direction sought with a large enough effect; inconclusive = small, poorly fitted or top-dose-only effect, or another doubt; inactive = no such curve, though single readings can be large; an effect the other way counts as inactive or inconclusive. A portion of the library; count on the stated rates, not on these rows.
SMILES,BLM inh,ALOX12 inh,POLI inh,ERG-DNA inh,APEX1 inh,TRHR ag,Anesthetic bind,Pol kappa inh,Pol beta inh
CC(=O)c1c(C)[nH]c(C(=O)NCCCN2CCCC2)c1C,2%,39%[activator],15%,-1%,-2%,1.3,-9%,-5%,15%
O=C(NNC(=O)C1CCCN(c2ncccn2)C1)c1ccc(F)cc1 (configuration not stated),3%,3%,-15%,.,-1%,-1.0,-5%,-3%,1%
COC(=O)C(Nc1nccs1)(OC)C(F)(F)F (configuration not stated),-2%,4%,11%,9%,-1%,0.6,-13%,2%,26%
N#Cc1ccc(Cl)cc1NC(=O)COC(=O)c1cccc(S(=O)(=O)N2CCOCC2)c1,.,?,-5%,1%,-3%,-0.4,.,-18%,.
Cc1ccc(C(=O)CSc2nnc(CNc3ccc(C)cc3C)n2Cc2ccco2)cc1,-10%,0%,-13%,-3%,8%,-1.1,4%,-22%,-2%
COCCNC(=O)C(=O)N/N=C/c1ccc(C(=O)OC)cc1,0%,0%,45%[activator],1%,2%,0.1,1%,-3%,17%
O=C(CSc1ncccc1C(=O)O)NC12CC3CC(CC(C3)C1)C2,0%,22µM*,34%[activator],-7%,18%,0.5,?,-10%,-17%
O=C(CSc1nc2ccccc2c(=O)n1-c1ccc(SC(F)F)cc1)Nc1ccc(N2CCOCC2)cc1,-4%,1%,14%,14%,3%,-2.5,3%,3%,4%
COc1ccc(C2OC(=O)c3ccccc3S2)cc1 (configuration not stated),-4%,2%,0%,-12%,3%,-0.6,?,-23%,4%
CC(=O)OC1CSc2nc3ccccc3n2C1 (configuration not stated),4%,-7%,10%,5%,6%,-0.3,-8%,5%,4%
CC(=O)c1cccc(NC(=O)Nc2ccc(C(=O)N3CCCC3)cc2)c1,0%,0%,18%,-1%,?,-0.5,-4%,9%,-4%
Cc1ccc(N2CC(C(=O)Nc3nnc(SCC(=O)NCC4CCCO4)s3)CC2=O)cc1 (configuration not stated),-6%,0%,32%[activator],7%,38%,0.6,-10%,-2%,-21%
O=C(CCN1C(=O)/C(=C/c2cccs2)SC1=S)Nc1ccccn1,-7%,-16%,-19%,35%[activator],-2%,6.6,-16%,0%,-4%
O=C(CC1Nc2ccccc2NC1=O)Nc1cc(Cl)cc(Cl)c1 (configuration not stated),-7%,25%,-25%,-3%,-5%,-0.4,-5%,8%,?
N#Cc1cccc(NC(=O)CSc2cccc[n+]2[O-])c1,.,4%,4%,-6%,3%,.,.,4%,.
Cc1cccc(C2(c3cccc(C)c3)CC2C(=O)NCC2CCCO2)c1 (configuration not stated),-1%,-16%,128%[activator],-13%,-5%,-0.3,1%,-5%,18%
O=C(CCC(=O)OCC(F)(F)C(F)F)Nc1ccc(Cl)cc1,1%,-21%,8%,-1%,-3%,1.1,-15%,-8%,6%
CC(=O)c1c(C)nc(-c2ccc(Cl)cc2)nc1N,-7%,1%,50%[activator],13%,-5%,0.6,-4%,-5%,1%
Cc1ccc(-c2ocnc2C(=O)N2CCOCC2)cc1,1%,11%,-14%,-10%,-8%,1.3,2%,3%,57%
CCc1ccccc1NC(=O)Nc1cc(C(=O)NCc2ccc(C(C)C)cc2)ccc1N1CCCC1,2%,-19%,1%,5%,.,-0.9,-1%,-5%[60.1 µM],-1%
COc1ccc(NC(=O)CSc2nnc3ccc(-c4ccccn4)nn23)cc1OC,.,-6%,-16%,-17%,-2%,0.0,.,3%,.
Cn1ccnc1C(O)c1cccc(OCc2ccccc2)c1 (configuration not stated),-5%,15%,38%[activator],2%,2%,0.4,-11%,7%,4%
Cc1ccc(NC(=O)CNC(=O)c2ccco2)nc1,1%,?,39%[activator],-6%,20%,1.4,-9%,-3%,6%
COc1cccc(NC(=S)N(Cc2ccc(C(=O)O)cc2)Cc2ccc(OC)c(OC)c2)c1,0%,-21%,?,5%,9%,0.5,-2%,-8%,6%
COc1cc2[nH]c(=S)nc(NCc3ccccn3)c2cc1OC,0%,-10%,40%[activator],4%,-3%,0.3,2%,-11%,0%
COc1ccc(C(=O)N2CCCC(C(N)=O)C2)cc1S(=O)(=O)N1CCOCC1 (configuration not stated),.,9%,34%[activator],6%,29%,1.0,.,-3%,.
Cc1ccc(N2C(=O)c3ccccc3C2(O)c2ncc[nH]2)cc1 (configuration not stated),-1%,0%,-3%,3%,3%,0.2,-6%,-3%,-2%
O=C(CSC1=NCCS1)NC1CCCC1,0%,-26%,7%,10%,0%,1.6,-9%,4%,80%
CCOc1ccc(CCNC(=O)c2cccc(S(=O)(=O)N3CCOCC3)c2)cc1OCC,.,-2%,21%,13%,-1%,-0.3,.,3%,.
O=[N+]([O-])c1cc([N+](=O)[O-])c2n[nH]c(-c3ccccc3)c2c1,1%,0%,79%[activator],8%,-2%,0.3,-4%,-5%,15%
O=C(COC(=O)C1Cc2ccccc2CN1C(=O)c1ccccc1Cl)Nc1ccc(N2CCOCC2)cc1 (configuration not stated),-5%,6%,8%,-2%,-6%,-0.4,0%,-4%,1%
COc1ccc(NC(=S)Nc2cc(S(=O)(=O)N3CCCCC3)ccc2OC)cc1,-4%,.,.,.,2%,0.0,-17%,.,-1%
C=CCN(C)NC(=O)Nc1ccccc1,-4%,1%,46%[activator],-8%,-6%,0.0,-7%,-4%,-14%
Cc1cccc(-c2nnc(SCC(=O)Nc3cccc(C(=O)N4CCOCC4)c3)n2C)c1,0%,-9%,187%[activator],1%,-10%,-0.6,-13%,-5%,28%
CCc1cccc(C)c1NC(=O)c1cc(S(=O)(=O)N2CCCCCC2)cn1C,-2%,0%,12%,-9%,.,-0.4,-2%,-4%[60.1 µM],-28%
COc1ccc(C(=O)COC(=O)/C=C/c2ccccc2[N+](=O)[O-])cc1,.,0%,-15%,1%,-15%,.,.,-3%,.
COc1ccc(CNc2nc3ccccc3n2C)c(OC)c1,-1%,62%[activator],147%[activator],-12%,-5%,-0.9,-15%,-15%,1%
CS(=O)(=O)Nc1ccc(C(=O)NCc2ccccn2)cc1,-4%,29%,7%,13%,2%,0.1,19%,-9%,-19%
O=C(N/N=C/c1ccc(N2CCOCC2)cc1)c1ccccc1OCCOc1ccccc1,-11%,-4%,95%[activator],20%,?,0.7,231%[activator],-8%,?
COC(=O)CC1C2(C)CC34OC5(C)O[C@@]6(C7/C(=C(/O)C(C)C)C(=O)OC(c8ccoc8)[C@]7(C)C(OC(C)=O)C(OC(C)=O)[C@]6(O5)[C@@]13C)C(OC(C)=O)[C@]4(O)C2OC(=O)C(C)C (some centres not stated),1%,.,.,.,-1%,.,-21%,-6%[60.1 µM],.
COc1cc(NC(=O)c2ccc(NC3=NC4CS(=O)(=O)CC4S3)cc2)cc(OC)c1 (configuration not stated),1%,-4%,-11%,25%,10%,0.4,-10%,-2%,9%
O=C(CCn1ccc([N+](=O)[O-])n1)NC1CCCCCC1,2%,-12%,10%,-1%,-1%,-0.8,-14%,-9%,?
Cc1cc(C(F)F)n2nc(C(=O)Nc3cccc(Cl)c3C)nc2n1,0%,-19%,12%,10%,.,-0.4,?,-6%,-15%
C/C(CC(=O)Nc1ccccc1-c1ccccc1)=N\NC(=O)COc1ccc(C)cc1Br,-8%,16%,4%,-6%,0%,0.7,-21%,-12%,-7%
CCCSc1nnc(CSc2nc3nc(C)cc(C)n3n2)o1,0%,14%,22%,.,-2%,-2.6,-15%,-4%[60.1 µM],2%

# Structures above marked active in ALOX12 inh:
Molecule | BLM inh | ALOX12 inh | POLI inh | ERG-DNA inh | APEX1 inh | TRHR ag | Pol kappa inh
O=C(CSc1ncccc1C(=O)O)NC12CC3CC(CC(C3)C1)C2 | 0% | 22µM* | 34%[activator] | -7% | 18% | 0.5 | -10%

# Next section:
SMILES,BLM inh,ALOX12 inh,POLI inh,ERG-DNA inh,APEX1 inh,TRHR ag,Anesthetic bind,Pol kappa inh,Pol beta inh
Cc1cc(C)nc(N/C(=N\S(=O)(=O)Cc2ccccc2)Nc2cccc(Cl)c2C)n1,0%,0%,15%,-3%,-4%,0.0,-8%,-14%,26%
O=C(COC(=O)CCC(=O)c1ccc(F)cc1)Nc1ccccc1,-5%,14%,80%[activator],-17%,1%,-0.1,-22%,-2%,-2%
COCCOC(=O)C1=C(C)NC(=O)NC1c1cccs1 (configuration not stated),0%,2%,?,-4%,1%,0.2,-8%,5%,10%
C=CCn1cnnc1SCC(=O)N(C1CCCCC1)C1CCS(=O)(=O)C1 (configuration not stated),.,10%,65%[activator],4%,-18%,.,.,-15%,.
CCOC(=O)CCSc1n[nH]c(=S)s1,-1%,?,-25%,2%[15.4 µM],6%,0.8,-1%,-7%,-15%
CCc1ccc(NC(=O)CSc2cn(CC(=O)N3CCOCC3)c3ccccc23)cc1,-4%,-10%,29%,-5%,.,0.0,8%,0%,22%
CC1CCCCC1NC(=O)Cn1[nH]c(=O)c2ccccc2c1=O (configuration not stated),-1%,0%,2%,-8%,14%,0.8,-17%,-14%,-32%
CCn1c(SCC(=O)NC2CCCC2)nnc1-c1ccco1,-8%,-7%,54%[activator],0%,1%,0.9,0%,-19%,22%
